CHT block – inhibitors of human choline transporter CHT; B-score at 10 µM; 310,000 tested, 0.86% active; Q9GZV3; CHT-expressing cells, membrane potential dye, choline response; hits give low values;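 active = B-score over 3 SD under the library average, and starting fluorescence ratio not unusually high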;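 also: choline stimulus applied at its EC90 after an EC20 pre-addition; B-score computed on integrated fluorescence ratio after choline addition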
Target sequence (Q9GZV3 whole entry, looked up): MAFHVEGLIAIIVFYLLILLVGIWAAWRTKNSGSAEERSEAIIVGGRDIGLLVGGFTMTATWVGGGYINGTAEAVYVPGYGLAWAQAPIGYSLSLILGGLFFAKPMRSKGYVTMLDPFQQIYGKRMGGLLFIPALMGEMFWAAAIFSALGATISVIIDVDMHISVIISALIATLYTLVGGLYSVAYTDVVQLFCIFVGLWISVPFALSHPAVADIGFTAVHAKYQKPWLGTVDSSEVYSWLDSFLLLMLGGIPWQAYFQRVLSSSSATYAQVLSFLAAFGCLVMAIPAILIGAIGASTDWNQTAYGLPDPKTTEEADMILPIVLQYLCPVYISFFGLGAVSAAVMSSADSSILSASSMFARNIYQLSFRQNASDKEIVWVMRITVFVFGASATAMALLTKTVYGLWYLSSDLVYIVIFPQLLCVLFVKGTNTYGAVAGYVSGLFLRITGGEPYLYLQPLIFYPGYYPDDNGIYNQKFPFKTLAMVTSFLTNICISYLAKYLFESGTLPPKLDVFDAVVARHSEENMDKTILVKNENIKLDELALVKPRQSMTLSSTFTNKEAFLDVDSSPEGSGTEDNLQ
Kir21 inh – inhibitors of mouse Kir2.1 inward-rectifier potassium channel; B-score at 10 µM; AID 1672; P35561; 310,000 tested, 0.85% active; HEK293-Kir2.1, FluxOR thallium flux fluorescence; hits give low values;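 active = fluorescence ratio B-score at or below minus 3 SD of library scores, with starting-brightness B-score within 2 SD, cut at about -4.2 in these data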;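 also: channel flux triggered by added potassium and thallium sulfate stimulus; B-score of peak minus minimum fluorescence over baseline after thallium stimulus; more negative B-score means stronger Kir2.1 block with less thallium influx; some compounds called inactive have numbers as strong as hits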
Target sequence (P35561 whole entry, looked up): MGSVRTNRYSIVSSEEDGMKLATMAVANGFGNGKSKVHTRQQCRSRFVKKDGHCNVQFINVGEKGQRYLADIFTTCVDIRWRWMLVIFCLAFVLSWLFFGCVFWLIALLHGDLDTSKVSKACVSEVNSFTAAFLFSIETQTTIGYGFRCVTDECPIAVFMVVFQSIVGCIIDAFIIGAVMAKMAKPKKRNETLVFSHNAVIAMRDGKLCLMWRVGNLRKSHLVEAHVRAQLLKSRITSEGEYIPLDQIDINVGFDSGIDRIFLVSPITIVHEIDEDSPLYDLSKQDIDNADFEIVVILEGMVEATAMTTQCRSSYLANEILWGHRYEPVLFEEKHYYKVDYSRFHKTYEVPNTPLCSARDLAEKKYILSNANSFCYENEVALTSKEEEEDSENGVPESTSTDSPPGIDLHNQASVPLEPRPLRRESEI
* = called active by the depositor; i = inactive; . = not tested or not shown.

SMILES | CHT block | Kir21 inh
CS(=O)(=O)N(CC(=O)N1CCOCC1)c1ccc2c(c1)OCO2 | i | 0.58
CCC(=O)c1cn([C@@H](CCC(OC)OC)CC(=O)OC(C)(C)C)cc1CC | i | 0.62
Cc1cc(C)n(CC(O)Cn2cnc3c2c(=O)n(C)c(=O)n3C)n1 (stereo unspecified) | i | -0.93
c1ccc(COCC2CCNCC2)cc1 | i | 1
COCCCNCCCOc1ccc(C(C)(C)c2ccccc2)cc1 | i | -8.2*
CNC(=S)N=Nc1c(O)[nH]c2ccc(C(C)C)cc12 | i | 0.82
Cc1ccccc1OCc1nc2ccccc2c(=O)n1/N=C/c1cccc([N+](=O)[O-])c1 | i | 2.7
CN1C(=S)SC(C)(C)C1NO (stereo unspecified) | i | 0.52
O=C(CCS(=O)(=O)c1ccccc1)N1CCN(c2ccccc2)CC1 | i | 0.9
CNC(=S)NCCCc1ccccc1 | i | -0.96
CCC(=O)N1CCN(c2ccc(NC(=O)c3cccs3)cc2)CC1 | i | 0.87
CC1C(c2ccccc2)N(C)C(c2ccccc2)CC1(O)c1ccc(F)cc1 (stereo unspecified) | i | -1.9
Cc1ccc(CCNC(=O)Cn2ncc3c([nH]c4ccccc43)c2=O)cc1 | i | 0.79
Cc1c(Cl)cccc1NC(=O)CCC(=O)NNC(=O)c1ccccc1 | i | 0.08
COc1cc(=O)[nH]c(SCC(=O)Nc2nc3c(s2)CCCC3)n1 | i | 3.3
COC(=O)CNc1nc(-c2cccnc2)nc2ccccc12 | i | .
CCN1CCN(CC(=O)Nc2cc(C)on2)CC1 | i | 0.23
COc1ccc(-c2csc(C3=C(O)CN(CCCN4CCCC4=O)C3=N)n2)cc1OC | i | -1.2
CC(C)COc1ccc(C(=O)Nc2ccc(SC(F)F)cc2)cc1 | i | 1
Cc1nn(Cc2ccccc2)c(C)c1NS(=O)(=O)c1ccccc1 | i | -1.9
CCOC(=O)c1c(NC(=O)CCS(=O)(=O)c2ccccc2)sc2c1CC(C)(C)NC2(C)C | i | 0
COc1cc(OC)c(C(=O)Oc2ccc3c(c2)OCO3)cc1OC | i | 0.29
Cc1ccc(C2(C)NC(=O)N(CC(=O)N3CCN(S(=O)(=O)c4cccs4)CC3)C2=O)cc1 (stereo unspecified) | i | 0.79
CCOCCCNC(=O)c1cccc(OC2CCN(S(C)(=O)=O)CC2)c1 | i | 2.4
COc1ccc(CC(=O)N(C)Cc2ccc(C(C)(C)C)cc2)cc1S(=O)(=O)N1CCOCC1 | i | -2.2
COc1ccc(NC(=O)COc2ccc(/C=N/NC(=O)c3cccnc3)cc2OC)cc1 | i | 1
Cc1nn(Cc2nnc(SCC(=O)Nc3ccc(Cl)cc3)n2C)c(C)c1[N+](=O)[O-] | i | -0.55
O=C(CC1NCCNC1=O)Nc1cc(Cl)cc(Cl)c1 (stereo unspecified) | i | 1.1
O=[N+]([O-])c1cc(-c2nc3nc4ccccc4nc3n2CCc2ccccc2)cc([N+](=O)[O-])c1 | i | 0.34
NC(=O)Cn1nc([N+](=O)[O-])nc1Oc1ccccc1C(=O)N1CCOCC1 | i | -0.23
COc1ccc(Oc2coc3c(CN(C)C)c(O)ccc3c2=O)cc1 | i | -0.03
COc1ccc(CCNC(=O)CS(=O)(=O)Cc2nc(-c3ccccc3Cl)oc2C)cc1OC | i | 2
CCOC(=O)N1CCN(C(=O)c2c(-c3ccccc3)noc2C)CC1 | i | 2
CCC(=O)Nc1ccc(C(=O)NNC(=O)c2cc([N+](=O)[O-])cc([N+](=O)[O-])c2)cc1 | i | 0.18
COc1cccc(N/C(SCc2ccccc2C)=C(/C#N)C(=O)NCc2cccs2)c1 | i | -1.6
COCCNC(=O)C(=O)NNS(=O)(=O)c1ccc(Cl)cc1 | i | 0.01
Cc1c[n+](CC(=O)c2ccccc2)cs1 | i | 0.8
O=C(CSc1n[nH]c(-c2ccccn2)n1)Nc1ccccc1 | i | 0.82
COc1ccccc1NC(=S)N1CCN(c2ccc(F)cc2)CC1 | i | -0.17
COCCn1c(=S)[nH]c2cc(C(=O)N3CCN(c4ccccc4OC)CC3)ccc2c1=O | i | .
Cc1cc(C(=O)N(C)CC(=O)Nc2ccc(F)c(F)c2F)no1 | i | 0.99
CN(C(=O)Nc1ccccc1)C1CCCc2ccccc21 (stereo unspecified) | i | -0.56
CSCC[C@@H](C(=O)NCCCCCCCCCCC(=O)N1CCN(C(=O)OC(C)(C)C)CC1)n1cc(CCO)nn1 | -6.4* | .
Cc1cccc(N2CCN(C(=O)NCc3ccc(F)cc3)CC2)c1C | i | 2.1
CNC(=O)CSc1nc2nn(-c3ccccc3)c(=O)c-2c2n1CCCCC2 | i | 2.6
COC(=O)C1=C(C)N(c2ccc(F)cc2)/C(=C/c2ccc(O)cc2)C1=O | i | 1.3
Cc1ccc(C)c(NC(=O)C2CCN(S(=O)(=O)c3ccc4c(c3)NC(=O)CO4)CC2)c1 | i | 0.09
COC(=O)c1cc(NC(=S)N2CCN(c3ccccn3)CC2)cc(C(=O)OC)c1 | i | -0.37

Five records drawn at random from the list so far:
SMILES | CHT block | Kir21 inh
Cc1c[n+](CC(=O)c2ccccc2)cs1 | i | 0.8
CN(C(=O)Nc1ccccc1)C1CCCc2ccccc21 (stereo unspecified) | i | -0.56
COC(=O)c1cc(NC(=S)N2CCN(c3ccccn3)CC2)cc(C(=O)OC)c1 | i | -0.37
O=C(CSc1n[nH]c(-c2ccccn2)n1)Nc1ccccc1 | i | 0.82
COC(=O)C1=C(C)N(c2ccc(F)cc2)/C(=C/c2ccc(O)cc2)C1=O | i | 1.3

The list continues.
SMILES | CHT block | Kir21 inh
O=c1cc(C(F)(F)F)nc(-c2cccnc2)[nH]1 | i | 1.4
C/C(=N\NC(=O)CNC(=O)c1cccc(F)c1)c1ccc2ccccc2c1 | i | 0.01
c1ccc(C(c2ccccc2)N2CCN(Cc3nnnn3C3CCCC3)CC2)cc1 | -5.6* | -1.4
CC(=O)Oc1ccc(C(=O)Nc2ccccc2C(=O)NCC(C)C)cc1 | i | 0.05
Cc1nn(C)c(C)c1CN(C)C(=O)c1cnn2c1NC(c1ccccc1)CC2C(F)(F)F (stereo unspecified) | i | -1.1
CCOc1ccc(S(=O)(=O)N(CC)CC(=O)N2CCCC2)cc1C | i | -1.8
CCOc1ccc(NC(=O)c2ccc(-n3cccn3)nc2)cc1 | i | 0.33
CN(C)/C=C(/C#N)C(=O)c1cccc(Oc2ccc(C(C)(C)C)cc2)c1 | i | 0.47
COc1cccc(CN2CCC(Oc3ccc(C(=O)N4CCCCC4)cc3)CC2)c1O | i | 0.02
COc1cccc(C2C(C#N)=C(N)Oc3cc(C)n(Cc4ccccn4)c(=O)c32)c1OC (stereo unspecified) | i | 1.4
Cc1ccc(S(=O)(=O)CC(C)N2CCN(C3CCCCC3)CC2)cc1 (stereo unspecified) | i | 0.33
OCCC1CN(Cc2nc3ccccc3s2)CCN1CCc1ccccc1 (stereo unspecified) | i | -0.35
CC1CCCC(NC(=O)COC(=O)CN2C(=O)C3CCCCC3C2=O)C1C (stereo unspecified) | i | -1.2
Cc1sc2nc(CSC(C)C(=O)N(C)CC(=O)Nc3ccccc3C(F)(F)F)[nH]c(=O)c2c1C (stereo unspecified) | i | 1
N=C(c1cccc([N+](=O)[O-])c1)N1CCCCC1 | i | 2.2
CC1CN(CC(O)COC(c2ccc(Cl)cc2)c2ccc(Cl)cc2)CC(C)O1 (stereo unspecified) | i | -0.31
O=C(NC(=S)Nc1ccc(F)c(Cl)c1)C1CC1 | i | 1.2
Cc1cc(C)nc(/N=C(\N)Nc2ccc(OCCC(C)C)cc2)n1 | i | -3.2
O=C(CSc1nnc(CNc2ccc(Cl)cc2)o1)Nc1nc2ccccc2s1 | i | -0.64
O=C(c1ccco1)N1CCN(C(=O)C(Sc2ccccc2)c2ccccc2)CC1 (stereo unspecified) | i | 0.82
O=C(c1cnc2n(c1=O)CCS2)N(C1CCCCC1)C1CCCCC1 | i | 0.24
O=C(Nc1ccccc1)NC1(C(=O)NCc2ccc3c(c2)OCO3)CCCCC1 | i | -0.3
Cc1ccc(CN2CCN(Cc3ccc(-n4cccn4)cc3)CC2CCO)cc1 (stereo unspecified) | i | -2
O=C(O)CCN1C(=O)c2ccc(Oc3ccc([N+](=O)[O-])cc3)cc2C1=O | i | 1.8
COc1cccc(C2C(C(=O)c3cc4ccccc4o3)=C(O)C(=O)N2CCN2CCOCC2)c1 (stereo unspecified) | i | 0.67
C=CCSC1=N/C(=C\C=C\c2ccco2)C(=O)S1 | i | -0.29
Cc1ccc(S(=O)(=O)NC(=O)c2ccc(Br)o2)cc1 | i | 0.28
FC(F)(F)c1cc(-c2ccco2)nc(NCc2cccnc2)n1 | i | -1.8
COC(=O)C1=C(C(=O)OC)[C@@H]2N(C)c3ccccc3[C@@]23C[C@@H](C(=O)OC)N(C(=O)c2ccc(Br)cc2)C3=N1 | i | -2.4
COc1cccc2sc(/N=C/N(C)C)nc12 | i | 0.76
COc1cccc(C(=O)Nc2sc3c(c2C(=O)O)CCCC3)c1 | i | 1.9
Cc1ccc2sc(NC(=O)C3CC3)nc2c1C | i | 1.1
Cc1cc(C(=O)CSc2nnc(-c3ccccc3)n2-c2ccccc2)c(C)n1-c1ncn[nH]1 | i | -0.56
Cc1cc(NC(=O)c2cc(-c3cccs3)on2)no1 | i | -1.4
Cc1ccc(NC(=O)C2CCCN2C(=O)NCc2ccccc2)cc1 (stereo unspecified) | i | 0.18
CN(C(=O)COc1ccccc1)c1nnc(-c2ccncc2)s1 | i | 0.02
O=C(c1ccco1)N1CCN(c2c([N+](=O)[O-])nn(-c3cccc(Cl)c3)[n+]2[O-])CC1 | i | 0
CC(C)c1nc2cc(C(=O)N3CCNC(=O)C3c3ccc(F)cc3)ccc2o1 (stereo unspecified) | i | -0.03
O=C(Cc1ccccc1[N+](=O)[O-])NC1CCN(Cc2ccccc2)CC1 | i | -0.31
CCOC(=O)c1ccc(CNC(=O)CCC(=O)O)cc1 | i | 0.01
COc1cc(NC(=O)c2cc([N+](=O)[O-])ccc2Br)ccc1NC(=O)c1ccco1 | i | -0.87
Cc1c(C)n(CCc2ccccc2)c2ncnc(NCCO)c12 | i | 1.7
C=CCNCCOc1ccccc1-c1ccccc1 | i | -1.3
CCOC(=O)N1CCN(Cc2nc3c(c(=O)n(C)c(=O)n3C)n2Cc2ccccc2C)CC1 | i | -0.04
COC(=O)CCCNC(=O)c1ccc(OC2CCN(CCc3ccccc3)CC2)cc1 | i | 0.38
Cc1csc(SCC(=O)NC(=O)NC(C)(C)C)n1 | i | -0.84
CN1CCN(C(=S)Nc2cccc(Cl)c2)CC1 | i | 0.88
COc1ccc(N(C(=O)CCl)C(C(=O)NCCc2ccccc2)c2cccs2)cc1Cl (stereo unspecified) | i | -2.4

Single records, as listed above. Screens in order: CHT block | Kir21 inh
CCOC(=O)c1ccc(CNC(=O)CCC(=O)O)cc1 is listed with i | 0.01
O=C(Cc1ccccc1[N+](=O)[O-])NC1CCN(Cc2ccccc2)CC1 is listed with i | -0.31
COc1ccc(N(C(=O)CCl)C(C(=O)NCCc2ccccc2)c2cccs2)cc1Cl (stereo unspecified) is listed with i | -2.4
C=CCNCCOc1ccccc1-c1ccccc1 is listed with i | -1.3

Carrying on.
SMILES | CHT block | Kir21 inh
O=C(Cc1sc(-c2ccccc2)nc1-c1ccccc1)Nc1ccc(Cl)cc1 | i | 0.8
CC(=N/O)/C(C)=N\NC(=O)c1ccccn1 | i | -2.3
Cc1cccc(OCCCCCn2ccnc2)c1 | i | 0.31
Cc1ccc(C(=O)C2=C(O)C(=O)N(Cc3cccnc3)C2c2ccc(Br)cc2)o1 (stereo unspecified) | i | 1.1
O=C(COC(=O)c1ccc(-c2ccc([N+](=O)[O-])cc2)o1)NC(=O)NC12CC3CC(CC(C3)C1)C2 | i | -2.3
COc1ccc(-c2csc(NC(=S)NC(=O)c3cccs3)n2)cc1Br | i | -0.09
COCCN1C(=O)N[C@@H](c2ccccc2)C(C(C)=O)=C1C | i | .
COc1ccccc1OCc1ccc(C(=O)Nc2ccncc2)o1 | i | 0.44
CCOC(=O)c1cc2ccc3ccccc3c2s1 | i | -1.2
CN(CC(=O)Nc1ccccc1C(F)(F)F)C(=O)COc1ncnc2sccc12 | i | 0.69
COCCCNC(=S)NNC(=O)Cn1nc(C)c(Br)c1C | i | 0.08
CC(C)CCN1C(=O)c2ccc(C(=O)OCC(=O)N(C)C3CCS(=O)(=O)C3)cc2C1=O (stereo unspecified) | i | 0.07

With a hit mark in CHT block, of those listed so far:
SMILES | CHT block | Kir21 inh
CSCC[C@@H](C(=O)NCCCCCCCCCCC(=O)N1CCN(C(=O)OC(C)(C)C)CC1)n1cc(CCO)nn1 | -6.4* | .
c1ccc(C(c2ccccc2)N2CCN(Cc3nnnn3C3CCCC3)CC2)cc1 | -5.6* | -1.4

(further entries)
SMILES | CHT block | Kir21 inh
Cc1ccc(C(O)Cn2nc(C)cc2C)cc1 (stereo unspecified) | i | -0.71
Cc1ccc(N2CCN(C(=O)N3CCOCC3)CC2)c(C)c1 | i | -2.4
CCOC(=O)N1CCN(C(=O)c2cc3c(=O)n4cccc(C)c4nc3s2)CC1 | i | 2.7
NC(=O)c1c(NC(=O)C2CC=CCC2C(=O)O)sc2c1CCCCC2 (stereo unspecified) | i | 1.2
COc1ccc(S(=O)(=O)Nc2cc3c4c(c2)C(C)C(=O)N4CCC3)cc1OC (stereo unspecified) | i | -1.2
COc1cccc(CNS(=O)(=O)c2ccc3c(c2)NC(=O)CS3)c1 | i | -0.9
CC(=O)NC1(c2cccc(F)c2)CCN(CC(=O)NC2CCCCC2)CC1 | i | -0.91
CCOC(=O)C1=NNC2(c3ccccc3)C(=O)N(c3cccc(Br)c3)C(=O)C12 (stereo unspecified) | i | -0.38
Cc1cccn2cc(-c3ccc(F)cc3)cc12 | i | -1.2
C=CCNC(=O)c1ccccc1NC(=O)c1ccccc1C | i | 0.14

Assay outcomes as filed in PubChem.
